# NPY Y2 blocker: antagonists of human neuropeptide Y receptor Y2. P49146. inhibition, % at 2.7 µM. NPY-Y2 expressing cells, antagonist mode. 0.99% of 140,000 active; in the data active = inhibition above about 17%;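 also: 0% = vehicle with agonist challenge and 100% = reference antagonist with challenge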
# Target sequence (P49146 whole entry, looked up): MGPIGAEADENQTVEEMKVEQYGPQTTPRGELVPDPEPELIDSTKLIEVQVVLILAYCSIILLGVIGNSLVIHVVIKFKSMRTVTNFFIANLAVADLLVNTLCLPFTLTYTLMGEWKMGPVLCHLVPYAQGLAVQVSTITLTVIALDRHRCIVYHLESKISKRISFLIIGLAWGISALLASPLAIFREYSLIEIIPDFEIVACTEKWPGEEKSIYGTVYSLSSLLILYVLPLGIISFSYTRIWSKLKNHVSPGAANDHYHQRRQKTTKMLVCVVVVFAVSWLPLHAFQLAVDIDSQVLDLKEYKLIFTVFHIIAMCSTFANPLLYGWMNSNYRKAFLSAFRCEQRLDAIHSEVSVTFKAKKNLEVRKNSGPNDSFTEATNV
# MRP-1 activ: MRP-1 activation. viability increase, % at 10 µM. AID 799. H69AR cells + doxorubicin, viability rescue, CellTiter-Glo. 0.61% of 140,000 active;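 active = viability gain under doxorubicin at or above a set limit, the compound median plus 3 SD, cut at about 4.7% in these data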;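 also: MRP-1 overexpressing cells given doxorubicin 25 µM after compound pretreatment; 18-22 h compound pretreatment then 72 h with doxorubicin before readout; 0% = doxorubicin-only wells and 100% = vehicle-treated cells without doxorubicin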
# bCat KO growth: beta-catenin-lacking colon tumor cell growth suppression; HCT116 beta-catenin knockout viability, CellTiter-Glo, 60 h; active compounds read low; viability, % at 10 µM; 1.5% of 140,000 active; AID 818;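 active = viability at or under a set limit, the compound median less 4 SD, cut at about 6% in these data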;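 also: 0% = Hyamine 1622 control at 20 µM and 100% = untreated cell control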
# Yeast lifespan up: yeast lifespan extension | AID 775 | 0.68% of 130,000 active | inhibition of the nicotinamide effect, % at 10 µM | S. cerevisiae growth with nicotinamide, OD615; deaD strain in restrictive glucose medium;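 active = inhibition above a set limit, placed 3 SD over the median of all compounds, cut at about 26% in these data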;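 also: 0% = nicotinamide-treated wells and 100% = cells grown without nicotinamide; some compounds called inactive have numbers as strong as hits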
#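 assay system = DeaD-strain S. cerevisiae | buffer or medium = restrictive glucose medium | reagent = 1.5 mM nicotinamide | compound = 10 µM single point, 0.25% DMSO | incubation = 48 h compound exposure at 30 °C, humidified | signal = OD615 measurement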
# Yeast growth inh: chemicals that inhibit yeast BB579 growth in restrictive medium (lifespan-shortening candidates); inhibition, % at 10 µM; 0.51% of 140,000 active; S. cerevisiae BB579 growth, OD615, 48 h;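 active = inhibition above a set limit, 3 SD over the mean compound inhibition, cut at about 44% in these data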; also: inactives centre near -24
#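 System: Saccharomyces cerevisiae DeaD strain BB579, replicative lifespan model yeast | Buffer or medium: Restrictive glucose-based CSMM-D medium | Times: 4 h preincubation and 48 h exposure at 30 °C | Detection: OD615 turbidity measurement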
# E-sel TNF inh: blocks E-selectin expression induced by TNF alpha; 0.71% of 120,000 active; inhibition, % at 2 µM; AID 1246; HUVEC TNFa-induced E-selectin immunofluorescence, high content;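 active = inhibition above the batch mean plus 3 SD, and confirmed as a hit on visual image review, cut at about 43% in these data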;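 also: 0% = TNF-stimulated DMSO wells and 100% = unstimulated control wells; not every result past the cut was called active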
# Phagocytosis inh: macrophage phagocytosis inhibition | J774A.1 macrophage IgG-bead phagocytosis, imaging | inhibition, % at 5 µM | 0.07% of 110,000 active;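 active = inhibition above the mean of the plate negative controls plus 5 SD, cut at about 13% in these data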;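 also: phagocytic index as fraction of beads internalized from green versus red external bead signal; plate controls were DMSO negative control for no effect and cytochalasin-D positive control for full effect; some results beyond the cut were filed as inactive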
# Measles CPE: protection of cells from measles virus; Measles virus-infected cells, CPE protection, absorbance; protection (pct of control), % at 4 µM; 1.5% of 140,000 active; AID 841; in the data active = protection mostly above about 24%, no sharp cut-off; inactive = mostly below about 26%; also: some compounds called inactive have numbers as strong as hits
# PTEN del growth: growth suppressors of cells with PTEN tumor suppressor deletion. HCT116 PTEN-null viability, CellTiter-Glo, 60 h; active compounds read low. viability, % at 10 µM. 1.2% of 140,000 active. AID 827;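 active = viability at or below a set limit, 4 SD under the median of all tested compounds, cut at about 3.7% in these data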;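 also: PTEN knockout HCT116 line with beta catenin targeted HCT116 as companion control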
# GALR2 antag: GALR2 (human) receptor antagonism; inhibition, % at 4 µM; O43603; GALR2-expressing cells, antagonist mode; 0.39% of 140,000 active; AID 828; in the data active = inhibition above about 27%;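 also: cells stimulated with galanin 1-16 at roughly its EC80; 0% = agonist challenge control and 100% = basal control without agonist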
# Target sequence (O43603 whole entry, looked up): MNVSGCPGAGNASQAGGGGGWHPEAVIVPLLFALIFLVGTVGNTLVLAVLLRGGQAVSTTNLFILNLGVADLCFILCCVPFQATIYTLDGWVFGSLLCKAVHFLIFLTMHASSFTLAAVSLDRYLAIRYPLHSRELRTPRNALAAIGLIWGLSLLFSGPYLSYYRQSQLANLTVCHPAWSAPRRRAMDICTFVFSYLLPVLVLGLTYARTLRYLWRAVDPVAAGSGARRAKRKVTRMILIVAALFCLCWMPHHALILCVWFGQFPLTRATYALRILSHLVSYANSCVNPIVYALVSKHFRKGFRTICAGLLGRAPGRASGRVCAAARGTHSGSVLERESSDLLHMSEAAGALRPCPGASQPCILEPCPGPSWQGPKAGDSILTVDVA
# The depositor's hits bear a star; / = no result given.
# Below each SMILES: MRP-1 activ	NPY Y2 blocker	Yeast lifespan up	Phagocytosis inh	PTEN del growth	Yeast growth inh	Measles CPE	E-sel TNF inh	bCat KO growth	GALR2 antag
COc1ccc2nc(NC(=O)C3CCCN(S(=O)(=O)c4cccc5nsnc45)C3)sc2c1 (stereo not given)
 : -0.7	-7	-7	0	61	-11	15	-4	61	9
CC(NC(=O)C(Cc1ccccc1)N1C(=O)C2C3CCC(C3)C2C1=O)c1ccccc1 (stereo not given)
 : -2.2	7	30	-1	91	-35	15	10	92	-10
COc1ccc(NC(=O)CN2C(=O)C(C)SC(C)C2=O)cc1 (stereo not given)
 : 0.9	2	-2	/	96	-25	1	/	95	4
Cc1cccc(C(=O)N[C@H](C(=O)OCC(=O)NC(=O)c2cccn2C)C(C)C)c1
 : -2.9	2	5	8	97	-31	27	-6	93	4
Cc1ccc(/C=C/C(=O)Nc2ccc([N+](=O)[O-])c(NC(=O)/C=C/c3ccc(C)o3)c2)o1
 : -4.4	-3	-1	/	93	-22	1	/	86	-10
Cc1noc(C)c1COC(=O)c1ccc2c(c1)S(=O)(=O)c1ccccc1C2=O
 : -0.8	-2	-23	-4	96	-2	15	3	99	7
CCOc1ccccc1C(=O)OCC(=O)Nc1ncc(C(F)(F)F)cc1Cl
 : -0.2	2	-4	0	105	-45	4	5	105	3
COc1ccc(Oc2ccc(/C=C/C(=O)c3ccc(O)cc3)cc2[N+](=O)[O-])cc1
 : -4.2	2	4	-3	1.3*	-70	18	18	1.4*	-5
Cc1cccc(NC(=O)CSc2nsc(SCC(=O)Nc3cccc(C)c3)c2C#N)c1
 : -3.7	2	-1	-7	87	11	4	-2	89	3
Cc1ccc(NC(=O)Cc2ccc(-n3cccc3)cc2)c(C)c1
 : -1.1	6	1	-3	94	-21	4	-55	98	1
O=C(c1ccccc1)N1CC(COc2ccccc2)OC(c2ccco2)O1 (stereo not given)
 : -2.1	8	27*	/	98	-16	7	-7	102	5
NS(=O)(=O)c1ccc(NC(=S)NC2CCCC2)cc1
 : -2.9	-1	7	-3	64	7	6	/	54	9
O=C(OC(c1ccc(NS(=O)(=O)c2ccccc2)cc1)(C(F)(F)F)C(F)(F)F)c1ccccc1
 : -3.9	0	10	-6	89	-15	4	17	90	7
Cc1c(NC(=O)/C(C#N)=C/C2CC=CCC2)c(=O)n(-c2ccccc2)n1C (stereo not given)
 : -2.3	3	-10	-1	91	-3	14	/	101	-1
COc1ccc(-c2n[nH]c3c2C(c2ccc(OC)c(OC)c2)N(c2ccccc2)C3=O)cc1 (stereo not given)
 : -3.7	27*	3	-1	53	-53	18	38	52	-11
CCOC(=O)c1cnn(-c2ccccc2)c1-c1ccccc1
 : -1.7	6	-7	/	91	-33	3	-2	85	0
CCN(CCNC(=O)C1CCN(Cc2nc(-c3cccc(Cl)c3)oc2C)CC1)c1ccccc1
 : -3.1	3	-14	-1	1.5*	-74	/	-14	1.3*	-1
COC(=O)c1ccc(N(C(=O)CNC(=O)c2ccco2)C(C(=O)NC2CCCC2)c2ccco2)cc1 (stereo not given)
 : 0.5	2	/	/	97	-37	13	-3	89	0
CC(C)C(=O)Nc1ccc(Sc2ccc(F)cc2)cc1
 : -1.2	3	-6	/	83	-19	4	-1	94	-3
COc1ccc(C(CC(=O)O)NC(=O)c2sc3ccccc3c2Cl)cc1 (stereo not given)
 : -2.3	11	-7	-1	98	-17	4	-13	82	-10
COc1ccc(-c2noc(-c3ccccc3C(=O)NCc3ccco3)n2)cc1OC
 : -1.9	11	0	-6	83	-84	6	6	80	9
COCCN1C(=O)c2oc3c(C)cc(C)cc3c(=O)c2C1c1cccc(O)c1 (stereo not given)
 : -1.5	1	-6	1	88	-48	6	4	87	5
CC1CCN(C(=O)CSc2nnc(Cc3cccn3C)n2-c2ccc(F)cc2)CC1
 : -2.7	-1	3	0	76	-12	17	-41	62	5
COC(=O)CN1C(=O)C2(C(C#N)=C(N)Oc3ccccc32)C2=C1CC(C)(C)CC2=O (stereo not given)
 : -2.7	10	-5	-1	97	-16	6	8	94	-2
Clc1ccc(-c2nc(NCCN3CCOCC3)c3ccccc3n2)cc1
 : -2.4	-2	-9	1	44	11	16	5	57	-4
COC(=O)c1ccccc1NC1CC(=O)N(c2c(C)cccc2C)C1=O (stereo not given)
 : 0.8	1	-12	6	109	-21	10	19	105	4
CCn1ncc(C2=NOC(C(=O)Nc3cccnc3)C2)c1C (stereo not given)
 : -0.6	3	2	-2	106	-22	3	-20	99	10
CCONC(=O)Nc1ccccc1
 : -1.3	0	-1	0	95	21	7	3	97	-11
COc1cc(C2C(C(=O)c3ccc(C)o3)=C(O)C(=O)N2CCc2ccccc2)ccc1O (stereo not given)
 : -3.5	0	-9	3	101	-40	6	-40	103	14
O=C(c1ccccc1)C1C(=O)c2ccccc2C1=O
 : -0.9	1	27*	0	94	-9	11	-10	99	14

# Rewritten with each value named: entries from further up.
COCCN1C(=O)c2oc3c(C)cc(C)cc3c(=O)c2C1c1cccc(O)c1 (stereo not given)
  MRP-1 activ: -1.5 | NPY Y2 blocker: 1 | Yeast lifespan up: -6 | Phagocytosis inh: 1 | PTEN del growth: 88 | Yeast growth inh: -48 | Measles CPE: 6 | E-sel TNF inh: 4 | bCat KO growth: 87 | GALR2 antag: 5
CC1CCN(C(=O)CSc2nnc(Cc3cccn3C)n2-c2ccc(F)cc2)CC1
  MRP-1 activ: -2.7 | NPY Y2 blocker: -1 | Yeast lifespan up: 3 | Phagocytosis inh: 0 | PTEN del growth: 76 | Yeast growth inh: -12 | Measles CPE: 17 | E-sel TNF inh: -41 | bCat KO growth: 62 | GALR2 antag: 5
COC(=O)CN1C(=O)C2(C(C#N)=C(N)Oc3ccccc32)C2=C1CC(C)(C)CC2=O (stereo not given)
  MRP-1 activ: -2.7 | NPY Y2 blocker: 10 | Yeast lifespan up: -5 | Phagocytosis inh: -1 | PTEN del growth: 97 | Yeast growth inh: -16 | Measles CPE: 6 | E-sel TNF inh: 8 | bCat KO growth: 94 | GALR2 antag: -2
Clc1ccc(-c2nc(NCCN3CCOCC3)c3ccccc3n2)cc1
  MRP-1 activ: -2.4 | NPY Y2 blocker: -2 | Yeast lifespan up: -9 | Phagocytosis inh: 1 | PTEN del growth: 44 | Yeast growth inh: 11 | Measles CPE: 16 | E-sel TNF inh: 5 | bCat KO growth: 57 | GALR2 antag: -4

# More entries
# Below each SMILES: MRP-1 activ	NPY Y2 blocker	Yeast lifespan up	Phagocytosis inh	PTEN del growth	Yeast growth inh	Measles CPE	E-sel TNF inh	bCat KO growth	GALR2 antag
CCN(C(=O)CN1CCN(c2ccccc2OC)CC1)c1c(N)n(Cc2ccccc2)c(=O)[nH]c1=O
 : -0.8	2	-12	-1	98	-29	2	-9	107	3
COc1ccc(/C=C/C(=O)c2c(O)cc(C)oc2=O)c(OC)c1
 : -1.6	3	-8	/	70	-54	18	/	67	9
Cc1cc[n+](C2=C([O-])c3ccccc3C(=O)/C2=N\S(=O)(=O)c2cccs2)cc1C
 : -5.0	1	1	5	1.8*	-31	4	/	1.6*	-10
COc1ccc(CCCc2nnc(SCC(=O)Nc3cc(C)ccc3C)o2)cc1
 : 0.3	6	-10	-1	103	-20	10	3	91	-1
Cc1ccc(NC(=O)c2cc3nc(C)cc(C)n3n2)cc1
 : 3.0	1	-5	-1	100	-10	8	0	96	1
COc1cccc(C(=O)Oc2ccc3c(C)cc(=O)oc3c2C(C)=O)c1
 : -0.9	2	2	-3	99	-29	5	10	95	9
COc1cccc(N2CCN(C(=O)c3[nH]c(C)c(C(C)=O)c3C)CC2)c1
 : -4.8	-1	-6	0	26	29	24	/	26	12
COc1ccc(/C=C/C(=O)Nc2ccc(-n3nncc3-c3ccc(OC)c(OC)c3)cc2)cc1OC
 : -2.2	3	5	-9	78	-32	6	/	84	-6
O=C(Nc1ccc2c(c1)OCCO2)c1cccc(S(=O)(=O)N2CCOCC2)c1
 : -1.6	-1	-9	-1	91	-27	5	-3	94	4
Cc1cccc(-n2nnc3cnn(C)c3c2=O)c1
 : -3.2	3	-20	/	87	17	11	-12	81	-5
COC(=O)CSc1nnc(Cc2cc(=O)[nH]c(=O)[nH]2)n1-c1cccc(OC)c1
 : -0.6	1	-20	-1	101	-23	23	0	97	-4
CCCCCCn1c(COc2ccccc2F)nnc1SCC(=O)c1c(N)n(C)c(=O)n(C)c1=O
 : -5.0	0	-1	4	62	-39	13	/	71	-6
O=C(CCN1C(=O)C2C3C=CC(C3)C2C1=O)N1CCN(c2cccc(Cl)c2)CC1 (stereo not given)
 : -4.0	0	-11	0	73	-37	20	-2	85	-8
OCCNCc1cc(Br)ccc1OCc1ccc(Cl)cc1Cl
 : -7.5	28*	/	/	15	-16	4	/	4.7*	-4
COc1ccc(C(=O)NCCSC2CCCCC2)cc1
 : -0.1	3	-5	-6	105	-5	13	/	106	12
Cc1cccc(NC(=O)Cn2cnc3c(oc4nc5c(cc43)COC(C)(C)C5)c2=O)c1
 : -3.2	-1	-4	4	87	-8	12	/	77	-4
Cc1ccc(NC(=O)/C(=C\c2cccc(Br)c2)NC(=O)c2ccco2)cc1
 : -1.6	1	-4	-1	85	-10	20	2	101	-8
O=C1CCCC2=C1C1(CCCC1)N=C(Nc1nc3ccccc3s1)N2
 : -0.1	0	0	0	109	-23	7	-3	99	2
CC(C)Cn1c(O)c(/C=C2\C=NN=C2c2ccccc2)sc1=S
 : 2.2	-1	-2	-6	33	-46	5	/	47	-1
CCOC(=O)Cn1c(=O)c2c(nc3n2CCN3Cc2ccccc2)n(C)c1=O
 : 1.3	-3	29*	0	80	-32	21	4	85	-3
COc1ccc2c(c1)C1(C)CC(C)(C)N2C(=O)N1c1ccccc1 (stereo not given)
 : -4.8	2	-5	-1	90	-13	17	18	87	8
CCOc1ccccc1OC(=O)c1ccco1
 : -0.4	2	5	-3	100	11	18	-8	92	3
CCOc1nc(N=C(N)N)nc2c(C)cccc12
 : -4.3	1	-9	/	56	-30	4	-20	59	-6
Cc1ccc2oc(-c3cccc(NC(=O)c4cc(-n5cnnc5)ccc4Cl)c3)nc2c1
 : -0.6	3	/	/	94	-18	8	-6	88	-10
CC(O)(CS(=O)(=O)Cc1ccccc1)C(=O)Nc1cccc(C(F)(F)F)c1 (stereo not given)
 : 1.7	-2	-3	/	105	-67	10	18	107	-2
Cc1ccc(NC(=O)c2c(C(F)(F)F)nn(C)c2SCc2ccc(Cl)cc2)cc1C
 : -5.4	17*	8	/	51	-61	17	/	57	0

# Marked active in Yeast lifespan up (from the list above):
Structure	NPY Y2 blocker	Yeast lifespan up	Phagocytosis inh	Yeast growth inh	Measles CPE	E-sel TNF inh	GALR2 antag
O=C(c1ccccc1)N1CC(COc2ccccc2)OC(c2ccco2)O1 (stereo not given)	8	27*	/	-16	7	-7	5
O=C(c1ccccc1)C1C(=O)c2ccccc2C1=O	1	27*	0	-9	11	-10	14
CCOC(=O)Cn1c(=O)c2c(nc3n2CCN3Cc2ccccc2)n(C)c1=O	-3	29*	0	-32	21	4	-3

# Screens from PubChem.
